D1 PAM: Potentiators of Human D1 Dopamine Receptor: qHTS; D(1A) dopamine receptor (Homo sapiens), P21728; HEK293 TREx D1 cells, calcium flux, dopamine EC20 potentiation; potentiation, % at 10 µM; actives 0.036% (n = 360,000); AID 504651, 2011; in the data active = potentiation above about 30%; also: 0% is about no effect
Target sequence (P21728 whole entry, looked up): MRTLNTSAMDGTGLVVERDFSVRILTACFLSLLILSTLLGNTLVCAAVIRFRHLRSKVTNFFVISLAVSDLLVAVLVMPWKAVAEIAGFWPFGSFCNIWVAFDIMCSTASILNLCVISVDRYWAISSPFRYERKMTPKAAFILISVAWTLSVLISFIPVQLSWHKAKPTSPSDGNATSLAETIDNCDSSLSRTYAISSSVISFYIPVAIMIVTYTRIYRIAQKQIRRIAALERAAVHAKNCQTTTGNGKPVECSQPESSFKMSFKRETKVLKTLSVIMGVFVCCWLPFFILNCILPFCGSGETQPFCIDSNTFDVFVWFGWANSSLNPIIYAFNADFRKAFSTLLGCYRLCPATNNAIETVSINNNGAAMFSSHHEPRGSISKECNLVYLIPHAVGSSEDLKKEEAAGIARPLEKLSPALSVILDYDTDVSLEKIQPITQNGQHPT
TRHR ag: qHTS for Small Molecule Agonists and Allosteric Enhancers of Human TRH Receptor: Primary Screen for Agonists; actives 0.18% (n = 360,000); activation, % at 2 µM; TRHR cells, calcium flux fluo-8, FDSS agonist mode; Thyrotropin-releasing hormone receptor (Homo sapiens), P34981; also: 0% is about no effect
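TRHR-expressing cells, plated overnight in medium with 10% serum, were loaded with fluo-8 calcium dye at room temperature. After a 10 s baseline, library compound was pin-added and calcium release was recorded kinetically (ex 480/em 530) as agonist response.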
D2 ag: HTS Assay for Allosteric Agonists of the Human D2 Dopamine Receptor: Primary Screen for Agonists; HEK293 T-REx D2 cells, calcium flux agonist mode; activation, % at 2 µM; D(2) dopamine receptor (Homo sapiens), P14416; actives 0.53% (n = 340,000);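 active = activation over 3 SD above normal in the single-dose calcium agonist read, cut at about 30% in these data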; also: 0% is about no effect
Target sequence (P14416 whole entry, looked up): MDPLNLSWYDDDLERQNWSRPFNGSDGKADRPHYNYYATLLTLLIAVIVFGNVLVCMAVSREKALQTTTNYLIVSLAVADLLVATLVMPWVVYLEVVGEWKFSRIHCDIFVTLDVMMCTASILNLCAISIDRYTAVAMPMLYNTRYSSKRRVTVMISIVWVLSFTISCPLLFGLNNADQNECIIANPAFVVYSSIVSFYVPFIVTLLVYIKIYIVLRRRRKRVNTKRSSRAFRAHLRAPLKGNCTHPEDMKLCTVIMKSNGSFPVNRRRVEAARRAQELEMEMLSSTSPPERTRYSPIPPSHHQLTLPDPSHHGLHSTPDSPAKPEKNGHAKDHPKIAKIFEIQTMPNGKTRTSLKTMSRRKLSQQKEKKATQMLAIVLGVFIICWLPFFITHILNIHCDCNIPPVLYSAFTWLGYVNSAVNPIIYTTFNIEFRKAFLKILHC
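In this primary screen, compounds producing a positive calcium signal within 180 s of addition to tetracycline-induced, force-coupled HEK293 Trex D2 cells are flagged; cells are dye-loaded with a no-wash calcium kit beforehand.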
D2 antag: HTS Assay for Allosteric Antagonists of the Human D2 Dopamine Receptor: Primary Screen for Antagonists | HEK293 TREx D2 cells, calcium flux, dopamine EC80 | inhibition, % at 10 µM | actives 2% (n = 340,000) | AID 485344, 2010; in the data active = inhibition above about 30%; also: 0% is about no effect
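Inhibition of EC80 dopamine-driven calcium flux, recorded kinetically, defines activity here; cells are a tetracycline-induced HEK293 T-REx line expressing force-coupled D2.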
D1 ag: Allosteric Agonists of the Human D1 Dopamine Receptor: qHTS | activation, % at 2 µM | HEK293 T-REx D1 cells, calcium flux, agonist mode | actives 1% (n = 360,000); also: 0% is about no effect
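Agonism was scored from calcium flux recorded over 180 s (1 read/s) after pintool compound addition, following a 10-cycle baseline. Cells were inducible force-coupled HEK293 TREx D1, plated overnight at 30 C and loaded with no-wash calcium dye.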
D1 antag: Antagonist of Human D 1 Dopamine Receptor: qHTS | actives 3.2% (n = 360,000) | activity change, negative = inhibition, % at 10 µM | AID 504652, 2011 | HEK293 TREx D1 cells, calcium flux, dopamine EC80; stronger effect = lower value | D(1A) dopamine receptor (Homo sapiens), P21728; in the data active = activity change below about -30%; also: % is scaled to controls: 0 for no effect and ±100 for the full control effect
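Inducible Hek293 Trex D1 cells (tetracycline, overnight, 30 C). Calcium dye 30–90 min RT. Antagonist mode: EC80 dopamine added after 180 s compound read.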
TRHR PAM: qHTS for Small Molecule Agonists and Allosteric Enhancers of Human TRH Receptor: Primary Screen for Enhancers. enhancement, % at 2 µM. AID 493056, 2011. TRHR cells, fluo-8 calcium fluorescence, EC20 TRH enhancement. actives 0.66% (n = 360,000); in the data active = enhancement above about 30%; also: 0% is about no effect
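TRHR-expressing cells loaded with fluo-8 calcium dye were read kinetically (ex 480/em 530) during compound addition, then stimulated with an EC20 of TRH (10 nM final). Enhancement of the Gq-mediated intracellular calcium response was scored.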
D2 PAM: HTS Assay for Positive Allosteric Modulators of the Human D2 Dopamine Receptor: Primary Screen for Potentiators. actives 0.34% (n = 340,000). potentiation, % at 10 µM. AID 485347, 2010. HEK293 T-REx D2, calcium flux, EC20 dopamine potentiation;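 active = potentiation over 3 SD above the plate norm, cut at about 30% in these data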; also: 0% is about no effect
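Calcium flux readout, no-wash dye, 1 read/s. Inducible HEK293 Trex D2 line, overnight 30 C. Compound alone 180 s (agonist flags), then EC20 dopamine, another 180 s to score potentiation.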
RXFP1 antagonist: qHTS Assay for Antagonists of the Relaxin Receptor RXFP1 | Relaxin receptor 1 (Homo sapiens), Q9HBX9 | HEK293-RXFP1, relaxin-stimulated cAMP HTRF, 30 min; stronger effect = lower value | activity change, negative = inhibition, % at 57.5 µM | actives 0.59% (n = 350,000);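 active = activity change of -60% or lower, but not beyond a set lower limit; inconclusive = change between -60% and -40%, or beyond the set limit; inactive = change above -40%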; also: % is scaled to controls: 0 for no effect and ±100 for the full control effect
Starred values were filed as active, the others as inactive; ? = inconclusive; / = not tested or not shown; & = joins results of further samples. Rule as the data show it, unless noted: active = activation above about 30%; inactive = the rest.

entry	Molecule	D1 PAM	TRHR ag	D2 ag	D2 antag	D1 ag	D1 antag	TRHR PAM	D2 PAM	RXFP1 antagonist
1	CCOC(=O)c1ccc(NC(=S)N2CCN(CCN=CC3=C(O)CC(c4ccccc4)CC3=O)CC2)cc1 (stereo not drawn)	-3	-0.5	0.4	-14	0	0	0	-1	10
2	O=C(COC(=O)C1CCC1)NCc1ccc(Cl)cc1Cl	-4	0.8	0.9	12	10	11	-5	-9	-7
3	Cc1ccc(CSc2nnc(CCNC(=O)OC(C)(C)C)o2)cc1	-8&-3	-0.7&-3.1	-0.6&0.0	-6	1&16	-29&15	1&3	0&-8	0
4	CC1CCCCC1NC(=O)CSc1nnc(CC(=O)Nc2ccccc2F)n1C (stereo not drawn)	7	0.1	1.8	2	0	-12	-3	/	30
5	COc1ccc(NC(=O)c2cccs2)cn1	-5	-0.9	-0.5	9	4	9	-1	-7	0
6	O=C(Cc1cccc2ccccc12)NN1C(=O)C2C(C1=O)C1C=CC2C12CC2 (stereo not drawn)	1	0.6	1.0	-4	2	-17	13	11	-1
7	Cc1c(NC(=O)COc2ncnc3c(Cl)cc(Cl)cc23)c(=O)n(-c2ccccc2)n1C	-3	-0.2	-1.6	-5	2	12	-8	-2	6
8	CCOC(=O)c1ccccc1NC(=O)N(Cc1ccc(CC)cc1)Cc1cn[nH]c1-c1ccc(OC)cc1	4	-0.1	-0.6	/	6	-6	-1	-4	?
9	Cc1cccc(-n2nc3c(c2NC(=O)c2ccco2)CS(=O)C3)c1C (stereo not drawn)	-1	0.1	-0.4	-12	4	-1	3	1	-19
10	CCOC(=O)C1CCN(Cc2cc(=O)oc3c(C)c(C)ccc23)CC1	0	-1.2	0.0	-7	16	-20	-5	9	-19
11	Cc1ccc(C)c(N2CCN(CC(=O)Nc3ccc([N+](=O)[O-])cc3C(=O)Nc3ccccc3F)CC2)c1	-5	0.5	-0.8	7	1	5	0	2	1
12	O=C(c1ccc2c(c1)OCO2)N1CCN(S(=O)(=O)c2ccccc2)CC1	-5	0.3	0.1	3	6	6	-6	0	-1
13	Cc1c(NC(=O)c2ccc(S(=O)(=O)N(C)c3ccccc3)cc2)c(=O)n(-c2ccccc2)n1C	0	-0.1	/	/	1	7	-3	/	5
14	CC(C)c1ccc(NC(=S)NC2CCCCCC2)cc1	-4	-0.2	0.1	-5	5	-7	-2	-2	-4
15	COC(=O)c1sccc1NC(=O)COc1ccc(Cl)cc1Cl	-2	1.1	1.7	5	6	15	3	3	-2
16	O=C(O)c1ccc(CN2C(=O)CSC2=S)cc1	-8	2.6	3.0	-11	31*	12	-5	9	-10
17	COc1ccccc1CNC(=O)C(=O)c1cn(CC(=O)N2CCCC2)c2ccccc12	0	-0.3	/	/	3	-10	-3	/	-2
18	COc1ccc(-n2ccnc2SCC(=O)NCc2ccc3c(c2)OCO3)cc1	5	0.1	0.0	13	2	4	4	-2	-10
19	CCCCSCCCNC(=O)C1CCC(CNS(=O)(=O)c2ccccc2)CC1 (stereo not drawn)	-8&-4	-0.6&-0.3	0.3&-0.1	2	7&6	-9&-18	7&-9	4&-2	-1&1
20	COc1ccccc1NC(=O)CCC(=O)O	-4	0.9	0.5	1	2	-5	-3	2	2
21	CC(C)CC(=O)N1CC(=O)Nc2ccc(F)cc2C1c1ccccc1 (stereo not drawn)	-4&-1	-0.3&1.5	0.0	4	3&5	2&0	2&-4	6&3	7&-15
22	COc1cc(NC(=O)CSc2cc(C)c3cc(C)cc(C)c3n2)c(C(=O)O)cc1OC	1	0.3	-1.3	4	4	3	4	1	-4
23	COC(=O)C1=C(C)NC(C)=C(C(=O)OCC2CCCO2)C1c1cccc(Br)c1 (stereo not drawn)	1	2.4	1.4	-22	3	23	3	9	-10
24	CCN(CC)CCCNC(=O)C(=O)Nc1ccc2nc3n(c(=O)c2c1)CCCCC3	2	1.6	-0.7	/	4	-5	0	-2	2
25	Cc1ccc2ncnc(Nc3cccc([N+](=O)[O-])c3)c2c1	-9	-0.3	0.8	17	2	-3	0	1	1

Single records, from the list above:
Entry for Cc1c(NC(=O)c2ccc(S(=O)(=O)N(C)c3ccccc3)cc2)c(=O)n(-c2ccccc2)n1C → D1 PAM: 0; TRHR ag: -0.1; D2 ag: /; D2 antag: /; D1 ag: 1; D1 antag: 7; TRHR PAM: -3; D2 PAM: /; RXFP1 antagonist: 5
Entry for Cc1ccc(CSc2nnc(CCNC(=O)OC(C)(C)C)o2)cc1 → D1 PAM: -8&-3; TRHR ag: -0.7&-3.1; D2 ag: -0.6&0.0; D2 antag: -6; D1 ag: 1&16; D1 antag: -29&15; TRHR PAM: 1&3; D2 PAM: 0&-8; RXFP1 antagonist: 0

New compounds follow
entry	Molecule	D1 PAM	TRHR ag	D2 ag	D2 antag	D1 ag	D1 antag	TRHR PAM	D2 PAM	RXFP1 antagonist
26	CC(C)N1CC(COc2ccc(Br)cc2)OC1=O (stereo not drawn)	-2	0.0	-0.2	41*	4	-1	3	2	2
27	O=C1OC(NC(=O)c2ccccc2)C(N2CCOCC2)=C1Cl (stereo not drawn)	-5	0.4	1.3	29	1	3	1	3	2
28	CS(=O)(=O)N(CC(=O)Nc1ccccc1-c1ccccc1)c1ccccc1	-13	-0.5	-0.6	2	-1	22	-4	0	-1
29	COc1ccc(NC(=O)CN2C(=O)COc3ccccc32)cc1OC	-15	0.6	0.0	6	1	6	1	2	-16
30	COCCn1ccc(O)c(Cc2ccccc2)c1=O	-6	0.1	0.1	-2	2	-5	0	3	-7
31	Cc1cccc(NC(=O)N(Cc2cc3cc(C)cc(C)c3[nH]c2=O)CC2COCCO2)c1 (stereo not drawn)	0	-1.1	-0.5	-2	2	6	-7	3	1
32	COc1ccc(Nc2nc3ccccc3n2C)cc1	-4	-0.2	-1.2	-1	-1	3	-2	12	10
33	Cc1ccc(S(=O)(=O)N(CC(=O)N2CCc3ccccc3C2)c2cccc(Cl)c2)cc1	7	3.7	2.4	18	11	-6	-2	4	-4
34	Cn1nnc(NC(=O)c2ccc(Br)o2)n1	0	1.2	1.3	-14	4	-12	2	10	-2
35	CCOc1ccc(CNC(=O)Cn2ncc3c(=O)oc4ccc(C)cc4c32)cc1	-1	0.4	0.6	/	0	-4	-5	-1	-6
36	O=C(Nc1nonc1-c1ccc(F)cc1)c1ccco1	1	-0.6	-2.1	-1	0	18	2	-3	12
37	Cc1ccc(-c2nc(CS(=O)(=O)CC(=O)NCc3cccc(F)c3)c(C)o2)cc1	7	-1.2	/	12	-1	5	0	7	-6
38	Cc1ccc(C(=O)Nc2ccc(C)c(S(=O)(=O)Nc3ccccc3Cl)c2)s1	-2	0.6	0.9	15	9	3	0	-14	-19
39	Cc1cccc(C)c1N(CC(=O)N1CCN(C)CC1)S(C)(=O)=O	2	0.0	-0.4	10	0	-13	-12	-7	-6
40	Brc1ccc(-c2nnc3sc(CN4CCCCC4)cn23)cc1	0	-0.2	/	/	-1	2	1	/	-2
41	O=c1cc(-c2ccccc2Cl)oc2c(NS(=O)(=O)c3cccc4nsnc34)ccc(O)c12	-8	-0.1	0.5	9	0	-1	0	4	/
42	Cc1nnsc1-c1c(C(=O)N2CCOCC2)c(C)nn1-c1ccc(Cl)cc1	1	0.3	/	/	2	-15	3	5	-7
43	COc1ccc(CN(C)CC2CCCN(CCc3ccc(Cl)cc3)C2)cc1OC (stereo not drawn)	0	1.6	0.5	-15	13	-19	4	-6	-7
44	O=C1NC2(CCCCC2)CO1	0	0.2	-0.1	-8	1	-6	-2	-2	/
45	Cc1cccc(C2c3[nH]c4ccccc4c3CCN2Cc2ccc(C)s2)n1 (stereo not drawn)	-5	-0.8	0.1	-3	4	-13	4	-11	-14
46	O=C1COc2ccc(C(=O)CSc3nnc(Cc4cccs4)n3-c3ccc(Cl)cc3)cc2N1	10	0.6	0.8	-19	4	1	-8	3	-4
47	Cn1c(CCN2CCCCC2)nc2cc(NC(=O)COc3ccc(Cl)cc3)ccc21	-10	0.2	1.1	2	4	-6	1	-2	?
48	CN(NC(=O)c1ccccc1F)c1nc(C(F)(F)F)nc2ccccc12	-2	-0.2	-0.5	14	3	6	2	-7	-13
49	COc1cccc(NC(=O)c2cncs2)c1	-6	-0.1	-2.4	-2	1	7	7	-9	-2
50	Cc1sc2ncnc(N3CCC(C(=O)N(C)CC(=O)Nc4ccccc4Br)CC3)c2c1C	7	-0.3	0.0	9	1	-4	5	5	-37
51	Cc1sc(NC(=O)C2CCCCC2C(=O)O)c(C(N)=O)c1-c1ccc(C(C)(C)C)cc1 (stereo not drawn)	4	0.4	0.6	25	5	9	-5	10	-14

Four entries from above, reformatted:
33) Cc1ccc(S(=O)(=O)N(CC(=O)N2CCc3ccccc3C2)c2cccc(Cl)c2)cc1
34) Cn1nnc(NC(=O)c2ccc(Br)o2)n1
47) Cn1c(CCN2CCCCC2)nc2cc(NC(=O)COc3ccc(Cl)cc3)ccc21
40) Brc1ccc(-c2nnc3sc(CN4CCCCC4)cn23)cc1
compound no.	33	34	47	40
D1 PAM	7	0	-10	0
TRHR ag	3.7	1.2	0.2	-0.2
D2 ag	2.4	1.3	1.1	/
D2 antag	18	-14	2	/
D1 ag	11	4	4	-1
D1 antag	-6	-12	-6	2
TRHR PAM	-2	2	1	1
D2 PAM	4	10	-2	/
RXFP1 antagonist	-4	-2	?	-2

Source: PubChem
